# Assay outcomes from PubChem BioAssay.
# ERK EGF inh: inhibitors of EGF-stimulated ERK signaling pathway. HEK293-V1b, EGF-stimulated phospho-ERK AlphaScreen. Potency, µM (doses to about 11.5 µM), inactives show top-dose activity change, negative = inhibition, hits mostly inhibitors. 0.41% of 130,000 active; active = well fitted inhibition curve with a large enough effect; inconclusive = small, poorly fitted or top-dose-only effect, or effect the other way;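 note: plate controls were stimulated vehicle wells for no effect and unstimulated vehicle basal for full effect; nearly all actives have a fitted effect of over 55% in size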
#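 Readout: AlphaScreen signal for phosphorylated ERK in lysed HEK293 cells stably expressing V1b. Stimulus 25 nM EGF, 5 min, following 30 min compound exposure. Data scaled to DMSO basal and full EGF activation.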
# Numbers without * were called inactive; ? = inconclusive; & = joins results of further samples; [ ] = remark or other dose. Potency is the fitted concentration of half-maximal effect. An excerpt; count on the stated rates, not on these rows.
SMILES,ERK EGF inh
O=C(O[C@@H]1OC2COC(=O)c3cc(O)c(O)c(O)c3-c3c(cc(O)c(O)c3O)C(=O)O[C@@H]([C@H]1O)[C@@H]2O)c1cc(O)c(O)c(O)c1,-8.8%
O=C(CSc1ccc(-c2ccco2)nn1)N1CCCCCC1,-2.7%
CCCCN(C)C(=O)c1ccc(CS(=O)(=O)c2ccccc2C)o1,-9.1%
COc1ccc(C(=O)Nc2ccc3[nH]c(-c4cccc(OC)c4)cc(=O)c3c2)cc1,-5.8%
CCc1ccc(-c2cn(C3CCCCC3)c(=S)[nH]2)cc1,-2.2%
COc1cc(CNCCCO)ccc1OCC(=O)NC(C)(C)C,-3.4%
COc1ccc(CCNC(=O)COC(=O)COc2ccc(C#N)cc2)cc1,-0.3%
Nc1c(C(=O)N/N=C/c2ccc(Cl)cc2)cnn1-c1ccccc1,-3.0%[57.5 µM]
CCCCC[C@H](O)/C=C/[C@H]1[C@H](O)CC(=O)[C@@H]1CCCCCCC(=O)O,-4.3%
O=C(CNC(=O)Cc1ccccc1)NCC(=O)OCC(=O)c1ccc(Cl)cc1,6.6%

# (list continues)
SMILES,ERK EGF inh
Cc1ccc2nsnc2c1NC(=O)Cc1ccc(Cl)cc1,5.0%
c1ccc2c(CCNc3ncnc4nc[nH]c34)cccc2c1,?
O=C(c1ccc(S(=O)(=O)c2cccc(Cl)c2)c([N+](=O)[O-])c1)N1CCN(Cc2ccccc2)CC1,-1.1%
CC1CCC2=NN(C(=O)c3ccco3)C(O)(C(F)(F)F)C2C1 (stereo not drawn),8.1%
C/C=C(\C)CN1CCCC(CO)(Cc2ccccc2)C1 (stereo not drawn),8.7%
Cc1ccsc1/C=N/NC(=O)c1cccnc1,0.9%[57.5 µM]
Cn1c(=O)cc(OCCCC(=O)N2CCCCC2)c2ccccc21,-7.4%
Cc1ccc(NC(=O)C(=O)c2cn(CC(=O)N3CCCCC3)c3ccccc23)cc1,-2.4%
CC1(C)CC(=O)C(N=Nc2cccnc2)=C(O)C1,-10.5%[57.5 µM]
O=C(c1ccncc1)N1CCC[C@@]2(CCN(Cc3ccncc3)C2)C1,-7.3%

# Of the compounds above, three contain a furan ring, fused or not.
SMILES,ERK EGF inh
O=C(CSc1ccc(-c2ccco2)nn1)N1CCCCCC1,-2.7%
CCCCN(C)C(=O)c1ccc(CS(=O)(=O)c2ccccc2C)o1,-9.1%
CC1CCC2=NN(C(=O)c3ccco3)C(O)(C(F)(F)F)C2C1 (stereo not drawn),8.1%

# (continued)
SMILES,ERK EGF inh
Cc1cc(N2CCCC2=O)ccc1S(=O)(=O)N1CCOCC1,-14.1%
CCOC(=O)N1CCN(CCC(=O)Nc2ccc(OC(F)(F)F)cc2)CC1,-0.8%
O=C(CSc1nc(O)cc(=O)[nH]1)N1c2ccccc2Sc2ccccc21,4.0%
O=C(CN1CCC(n2nnc3cc(F)ccc32)CC1)NCCc1ccccc1,-2.3%
O=C(O)CP(=O)(O)O,-2.3%[57.5 µM]
CCOC(=O)C1=C(O)C(=O)N(c2ccc(S(N)(=O)=O)cc2)C1c1cccc([N+](=O)[O-])c1 (stereo not drawn),?
CCC(Sc1nnnn1-c1ccccc1)C(=O)Nc1nc2ccccc2s1 (stereo not drawn),-2.4%
O=C(c1ccncc1)N1CCC2(CC1)CN(c1ccc(-c3ccccc3)cc1)C2,3.6%
COC(=O)c1c(N2C(=O)[C@H]3[C@@H](C2=O)[C@]2(C(=O)Nc4c(C)cccc42)N2CCC[C@@H]32)sc(C)c1C,9.2%
O=c1[nH]nc(SCc2ccccc2Cl)n1-c1ccc2c(c1)OCCO2,-7.0%[57.5 µM]

# (next part)
SMILES,ERK EGF inh
CC(=O)Nc1ccc2sccc2c1,-0.3%
O=C(Nc1ccc(Oc2ncnc3cc(Cl)ccc23)nc1)c1ccc(F)cc1,-6.5%[57.5 µM]
C/C(Cn1nnc2ccccc21)=N\OC(=O)c1cc(F)c(F)cc1Cl,-1.0%
Cn1ncc(Br)c1C(=O)OCC(=O)Nc1nc(-c2ccccc2)cs1,0.4%
O=C(Nc1cccc(Cl)c1)c1cc(F)cc2c1OCOC2,-1.3%[57.5 µM]
CCOc1ccc(N2C(=O)CC(N(CCc3ccc(OC)c(OC)c3)C(=S)Nc3ccccc3)C2=O)cc1 (stereo not drawn),18.2%
CCOC(=O)C1(Cc2ccccc2Cl)CCN(S(=O)(=O)N(C)C)CC1,-9.3%
O=C(CN(Cc1ccco1)C(=O)c1cc(=O)[nH]c2ccccc12)Nc1ccccc1Br,4.0%
Cc1nn(-c2ccc(C(=O)O)cc2)c2c1C(=O)CC(C)(C)C2,-21.3%[57.5 µM]
Cc1nc(N2CCOCC2)nc(N2CCCC2)c1[N+](=O)[O-],-3.3%

# (more compounds)
SMILES,ERK EGF inh
COC(=O)[C@@H]1C[C@@]2(O)[C@H](O)[C@H](O)[C@H](O)C[C@H]2N1Cc1ccc(N2CCN(C)CC2)cc1,2.3%
Nc1nc(CCl)nc(Nc2cccc3ccccc23)n1,27.7%[57.5 µM]
O=C(CSc1nc2c(c(=O)[nH]1)CN(Cc1ccc(F)cc1)CC2)Nc1ccc(F)cc1,-3.5%
Cc1cc(-c2nnc(CCC(=O)N3CCN(Cc4cccnc4)CC3)o2)c(C)o1,5.6%
CCN(CC)S(=O)(=O)c1cccc(NC(=O)c2ccc(C#N)cc2)c1,2.2%
Clc1nssc1=Nc1ccccc1,2.9%
O=C(CNC(=O)C(c1ccccc1)c1ccccc1)N/N=C\c1cccc(O)c1,-4.6%[57.5 µM]
Cn1c2c(c(=O)c3ccccc31)C[C@@H](O)C(C)(C)O2,-6.1%
O=C(O)c1cc(N/N=C/c2ccc(OCc3ccccc3)cc2)ccc1Cl,-2.1%
O=S(=O)(CCN1CCN(c2ccccn2)CC1)c1ccc(Cl)cc1Cl,8.1%[57.5 µM]

# Other records.
SMILES,ERK EGF inh
Cc1noc(C)c1-c1cc(Nc2ccc(F)cc2)ncn1,12.1%
CCOP(=O)(OCC)C(NC(=O)c1cccs1)C(F)(F)F (stereo not drawn),8.7%
COC(=O)COc1ccc(S(=O)(=O)N2CCN(c3ccccc3)CC2)cc1,-0.1%
CN(C)c1cccc(C(=O)NNC(=S)NC2CC3CCC2C3)c1 (stereo not drawn),-0.7%
COCc1cc(C)nc(OCC(=O)N/N=C/c2ccc(O)cc2O)c1C#N,-15.2%
c1ccc2[nH]c(NN=C3CCCCCC3)nc2c1,-1.1%
CCC(C)NC(=O)CSc1nnc(-c2c[nH]c3ccccc23)o1 (stereo not drawn),0.3%
O=S(=O)(c1ccc(F)cc1)N1CC=C(c2ccccc2)CC1,-3.9%[57.5 µM]
Cc1ccc(S(=O)(=O)CCC(=O)Nc2cccc(C)c2)cc1,2.2%
Cc1cccc(N2CCN(C(=O)/C=C/c3cccs3)CC2)c1C,23.0%

# Next section:
SMILES,ERK EGF inh
Cn1cc(CN2CCN(c3ncccn3)CC2)c(-c2cccc(Cl)c2)n1,0.5%
COc1cccc(C2CC(=O)Nc3n[nH]c(-c4ccccc4)c32)c1OC (stereo not drawn),11.4%[57.5 µM]
Cc1cc(NC(=O)CCCN2C(=O)c3cccnc3C2=O)ccc1Br,1.0%
CCN(CC)CCN(Cc1cc2cc3c(cc2[nH]c1=O)OCCO3)C(=S)NCC1CCCO1 (stereo not drawn),-1.6%
Cc1nc2ccccn2c1-c1ccnc(SCc2ccc(Cl)cc2)n1,0.6%[57.5 µM]
COC(=O)c1ccc(NC(=S)NC2c3ccccc3CC2O)cc1 (stereo not drawn),0.0%
CC12CCC(C(=O)NNc3ccccc3)(OC1=O)C2(C)C (stereo not drawn),-10.3%
Cc1ccccc1CN1CCCNC1=O,-0.1%[57.5 µM]
O=[N+]([O-])c1ccc2c(c1)OCCOCCOCCOCCOCCOCCO2,-3.0%
O=C(CN1C(=O)C2C3CCC(C3)C2C1=O)Oc1ccc2ccccc2c1 (stereo not drawn),3.2%

# Further entries:
SMILES,ERK EGF inh
OCCC1CN(C2CCSCC2)CCN1C1CCCC1 (stereo not drawn),7.5%
CC(C)c1ccc(NC(=O)COC(=O)CSc2nnc(N)s2)cc1,2.9%
CCOC(=O)CN(C(=O)COc1ccc2c(C)cc(=O)oc2c1)c1ccc(OCC)cc1,-5.5%
COc1ccc(C2c3c(ncn(Cc4ccco4)c3=N)Oc3ccc4ccccc4c32)cc1 (stereo not drawn),-2.5%
O=C(CN1CCCCC1)Nc1ccccc1Oc1ccccc1,5.9%[57.5 µM]
Cc1ccc(COC(=O)c2nn(C)c(=O)c3ccccc23)cc1,5.4%
C=CCC(CC)C(=O)NC(=O)N1CCCc2ccccc21 (stereo not drawn),11.2%[57.5 µM]
O=c1[nH]nc(SCCS(=O)(=O)c2ccc(F)cc2)n1-c1ccc2c(c1)OCCO2,-6.0%[57.5 µM]
CCCCC1=CC2=C(c3ccco3)C(=O)C(C)(OC(=O)c3ccc(OC)cc3)C(=O)C2=CN1CCCN(CC)CC (stereo not drawn),11.1%[57.5 µM]
Cn1c(=O)oc2cc(S(=O)(=O)N3CCc4ccccc4C3)ccc21,-12.2%[57.5 µM]

# Further records:
SMILES,ERK EGF inh
COc1cc(C)c(S(=O)(=O)N2CCCC2)cc1C(C)C,2.6%
COc1ccc(CNC(=O)C/C(C)=N/NC(=O)C23CC4CC(CC(C4)C2)C3)cc1,-2.8%
O=C(CN1CCOCC1)Nc1ccccc1Sc1ccccc1,-6.2%
O=C(N/N=C/c1cccs1)C1CC(=O)N(c2ccccc2)C1 (stereo not drawn),8.7%[57.5 µM]
C=C(C(C)=O)C(O)c1cccs1 (stereo not drawn),-1.9%
Cc1ccc(C(=O)NC(=S)/C=C2\N(C)c3ccccc3C2(C)C)cc1,25.1µM*
COc1cc(/C=C(\C#N)C(=O)Nc2cccnc2)ccc1OC(C)C,9.5%
Cn1c(CNc2ccc(F)cc2)nnc1SCC(=O)NNC(=O)Cc1ccccc1,3.4%
COC(=O)Nc1ccc2c(c1)N(C(=O)CCN1CCN3CCCC3C1)c1ccccc1CC2 (stereo not drawn),3.4%
Cc1ccc(C(=O)N/N=C/c2ccc(-c3ccccc3[N+](=O)[O-])o2)cn1,1.5%

# (continued)
SMILES,ERK EGF inh
COc1cc2[nH]c(=O)n(CCC(=O)NCCCN3CCN(c4ccccc4F)CC3)c(=O)c2cc1OC,-9.4%
O=C(NCc1ccccn1)C(=O)NN=C1CCCCCCC1,-2.8%
O=C(NNc1nc2cc3c(cc2s1)OCCO3)c1ccccc1,-9.4%
O=C(/C=C/c1ccccc1)NC(NC(=S)Nc1ccc(C(=O)O)cc1)C(Cl)(Cl)Cl (stereo not drawn),-2.2%
O=C(COc1ccc(Cl)cc1Cl)NN=C1CCCCC1,7.4%
COc1ccc(-c2coc3cc(O)ccc3c2=O)cc1,-14.0%&15.2%
COc1ccc(OC)c(C2=NOC(C(=O)Nc3c(C)n(C)n(-c4ccccc4)c3=O)C2)c1 (stereo not drawn),0.0%[57.5 µM]
OCCNc1cnc2ccccc2n1,0.4%
O=c1cnnc(N/N=C/c2c[nH]c3ccccc23)[nH]1,7.6%
O=C(/C=C/c1cn(-c2ccccc2)nc1-c1ccc2c(c1)OCCO2)NCCO,-6.7%

# Remaining list, next part:
SMILES,ERK EGF inh
COc1ccc(-c2c(N)n[nH]c2C)cc1OC,-5.1%
Cc1ccccc1OCC(=O)Nc1ccc(S(=O)(=O)Nc2ccccn2)cc1,7.1%
Cc1cc(N2CCN(C(=O)c3ccco3)CC2)n2ncnc2n1,8.0%
Cc1c(C)c2c(c(C)c1O)CCC(C)(CN1CCN(c3cc(N4CCCC4)nc(N4CCCC4)n3)CC1)O2 (stereo not drawn),2.3%
CC(=O)Nc1ccc(/C(C)=N/NC(=O)c2ccccc2Cl)cc1,-0.7%
CC1(C)CC(NC(=S)NCc2ccc3c(c2)OCO3)CC(C)(C)N1,7.7%
CS(=O)(=O)N1CCC[C@@]2(CCN(C(=O)Nc3cccc(C#N)c3)C2)C1,0.1%
O=C(Nc1ccn(Cc2ccccc2)n1)c1n[nH]c([N+](=O)[O-])c1Cl,1.8%
O=C(NCCc1c[nH]c2ccccc12)C(=O)NCC1OCCN1S(=O)(=O)c1ccccc1 (stereo not drawn),-8.9%
COc1ccc(C2CC3(CC(C)(C)NC(=S)N3)Oc3cc(O)cc(C)c32)cc1OC (stereo not drawn),-3.4%

# Further compounds follow.
SMILES,ERK EGF inh
COC(=O)c1ccc(NC(=S)Nc2cccc(C)n2)cc1,-9.3%
CCOc1ccc(C(=O)CSCC(=O)O)cc1,-0.3%
COCCNC(=O)/C(C#N)=C/c1ccc(O)cc1,-3.6%[57.5 µM]
Nc1nc(NCc2ccco2)nc(N2CCOCC2)c1[N+](=O)[O-],-10.8%[57.5 µM]
CN1CCN([C@@H](c2ccccc2)c2ccc(Cl)cc2)CC1,-9.0%[25.7 µM]
Cc1ccc(CN(Cc2ccco2)C(=S)NCC(=O)NCc2cccnc2)cc1,-5.5%
CCOc1ccccc1CN1CCN(Cc2cccc3c2OCO3)CC1CCO (stereo not drawn),-4.1%
O=C1NCCN1c1ncc([N+](=O)[O-])s1,-2.8%[25.7 µM]
CCOC(=O)c1ccccc1-n1nnnc1C,-4.0%[57.5 µM]
O=C(NNS(=O)(=O)c1ccc(C(=O)NC2CCCC2)cc1)c1ccncc1,4.4%

# (further entries)
SMILES,ERK EGF inh
O=c1[nH]n2c(-c3ccccc3)nc(O)c2c2ccccc12,-5.2%[57.5 µM]
COc1ccc(C(=O)CSc2nnc(-c3ccco3)o2)cc1,-7.3%
Cc1cc(C)c(S(=O)(=O)Nc2ccc(N3CCOCC3)cc2)c(C)c1,-7.0%[57.5 µM]
CC(C)(C)c1nc(SCC(=O)N2CCCC2)c2ccccc2n1,-6.9%
